D1 agonist: activates the human D1 dopamine receptor; activation, % at 2 µM; 1% of 360,000 active; HEK293 T-REx D1 cells, calcium flux, agonist mode; P21728; AID 504660; further: 0% is about no effect
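Tetracycline-induced HEK293 TREx D1 cells, force-coupled to calcium signalling, were dye-loaded with a no-wash calcium kit. Compound was pin-added after a 10 s baseline. Fluorescence was read kinetically at 1 cycle/s for 180 s, with calcium rises flagged as agonism.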
D2 antag: D2 dopamine receptor (human) antagonism; P14416; HEK293 TREx D2 cells, calcium flux, dopamine EC80; inhibition, % at 10 µM; 2% of 340,000 active; AID 485344; in the data active means inhibition above about 30%; further: 0% is about no effect
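Measurement of antagonist activity uses fluorescent calcium dye in inducible HEK293 T-REx D2 cells: 10 s baseline, compound addition with 180 s read, EC80 dopamine addition with a further 180 s read.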
TRHR PAM: allosterically enhances the human TRH receptor; P34981; TRHR cells, fluo-8 calcium fluorescence, EC20 TRH enhancement; enhancement, % at 2 µM; 0.66% of 360,000 active; AID 493056; in the data active means enhancement above about 30%; further: 0% is about no effect
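TRHR-expressing cells loaded with fluo-8 calcium dye were read kinetically (ex 480/em 530) during compound addition, then stimulated with an EC20 of TRH (10 nM final). Enhancement of the Gq-mediated intracellular calcium response was scored.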
D2 agonist: D2 dopamine receptor (human) agonism; P14416; HEK293 T-REx D2 cells, calcium flux agonist mode; activation, % at 2 µM; 0.53% of 340,000 active;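 active means activation over 3 SD above normal in the single-dose calcium agonist read, cut at about 30% in these data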; further: 0% is about no effect
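Agonism is scored from calcium flux in a force-coupled, inducible HEK293 cell line expressing D2, read kinetically for 180 s after compound addition against dopamine controls.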
D1 antagonist: antagonists of human D1 dopamine receptor; P21728; HEK293 TREx D1 cells, calcium flux, dopamine EC80; stronger effect = lower value; activity change, negative = inhibition, % at 10 µM; 3.2% of 360,000 active; in the data active means activity change below about -30%; further: on the % scale 0 is the no-effect control and ±100 the full control effect
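Calcium flux readout: force-coupled, inducible Hek293 Trex D1 line, cells induced overnight at 30 C with tetracycline, dye-loaded 30–90 min at RT. Antagonism scored against EC80 dopamine challenge given 180 s after compound.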
TRHR ag: agonists of human TRH receptor | 0.18% of 360,000 active | activation, % at 2 µM | P34981 | AID 493084 | TRHR cells, calcium flux fluo-8, FDSS agonist mode; further: 0% is about no effect
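Agonist-mode FDSS calcium read (Ex 480/Em 530, 1 s cycles) in 1536-well TRHR cells with fluo-8 dye, after 10-cycle baseline and 23 nL compound addition; TRH at EC20 (10 nM final) added afterwards for the enhancer phase.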
D1 potentiator: enhances dopamine response at the human D1 receptor; HEK293 TREx D1 cells, calcium flux, dopamine EC20 potentiation; potentiation, % at 10 µM; 0.036% of 360,000 active; AID 504651; in the data active means potentiation above about 30%; further: 0% is about no effect
D2 PAM: positive allosteric modulators of human D2 dopamine receptor; HEK293 T-REx D2, calcium flux, EC20 dopamine potentiation; potentiation, % at 10 µM; AID 485347; P14416; 0.34% of 340,000 active;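 active means potentiation over 3 SD above the plate norm, cut at about 30% in these data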; further: 0% is about no effect
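Tetracycline-induced Hek293 Trex D2 cells, force-coupled to calcium, loaded with no-wash calcium dye. Compound added with 180 s kinetic read for agonism, then EC20 dopamine and a further 180 s read for potentiation.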
RXFP1 antag: RXFP1 (human) relaxin receptor antagonism. AID 1259400. HEK293-RXFP1, relaxin-stimulated cAMP HTRF, 30 min; stronger effect = lower value. activity change, negative = inhibition, % at 57.5 µM. Q9HBX9. 0.59% of 350,000 active;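 active means activity change of -60% or lower, but not beyond a set lower limit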; further: on the % scale 0 is the no-effect control and ±100 the full control effect
Target sequence (Q9HBX9 whole entry, looked up): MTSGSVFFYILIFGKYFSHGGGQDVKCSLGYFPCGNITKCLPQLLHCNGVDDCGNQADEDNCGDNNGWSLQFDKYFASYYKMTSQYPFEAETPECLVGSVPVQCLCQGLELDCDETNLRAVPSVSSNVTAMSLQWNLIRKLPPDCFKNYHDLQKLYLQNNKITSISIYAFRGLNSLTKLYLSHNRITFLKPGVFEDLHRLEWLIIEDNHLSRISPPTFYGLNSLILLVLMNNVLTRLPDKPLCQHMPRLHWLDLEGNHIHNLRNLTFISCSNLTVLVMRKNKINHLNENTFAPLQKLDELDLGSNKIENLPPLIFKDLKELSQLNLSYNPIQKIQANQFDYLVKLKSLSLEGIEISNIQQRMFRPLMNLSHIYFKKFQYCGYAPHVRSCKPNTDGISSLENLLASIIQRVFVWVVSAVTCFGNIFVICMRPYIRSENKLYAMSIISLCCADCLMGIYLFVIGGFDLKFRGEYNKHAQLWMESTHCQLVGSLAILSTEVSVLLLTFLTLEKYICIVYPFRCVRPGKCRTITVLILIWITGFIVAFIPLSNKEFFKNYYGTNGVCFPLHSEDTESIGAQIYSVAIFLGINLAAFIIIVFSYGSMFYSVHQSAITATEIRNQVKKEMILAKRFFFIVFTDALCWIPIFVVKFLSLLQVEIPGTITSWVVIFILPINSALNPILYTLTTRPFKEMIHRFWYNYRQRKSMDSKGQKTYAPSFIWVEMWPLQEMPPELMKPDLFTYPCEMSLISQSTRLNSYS
* = called active by the depositor; . = no result given. Unless noted, no stated cut-off is given here; in the data, active means activation above about 30%; inactive means the rest. The order is random; about 7.1% have a hit in one of these screens.

#	SMILES	D1 agonist	D2 antag	TRHR PAM	D2 agonist	D1 antagonist	TRHR ag	D1 potentiator	D2 PAM	RXFP1 antag
1	Cc1ccc(-n2c(Cn3cnc4ccccc43)nnc2SCC(=O)O)cc1	-2	3	4	0.2	-10	0.8	-4	22	10
2	CCOC(=O)C(Cc1ccccc1)C(=O)Nc1cccc2ccccc12 (stereo not drawn)	3	-7	-5	-1.6	20	-1.0	-4	13	18
3	CC(=O)c1cccc(NC(=O)c2ccc(OC3CSC3)cc2)c1	6	8	-5	-0.6	-15	0.8	-3	.	-17
4	COc1ccc(NC(=O)Cn2nnc(C(=O)NCc3ccc(C)cc3)c2N)cc1Cl	0	9	-4	0.8	-7	0.7	-3	0	4
5	Cc1ccc(CSCCNC(=O)c2ccc(Cl)c(S(=O)(=O)N3CCOCC3)c2)cc1	4	-12	-4	-1.2	-17	0.3	-15	2	9
6	CC(C)c1csc2nc3n(c(=O)c12)CCCCC3	3	-1	7	-0.5	0	-0.4	3	6	-4
7	Cc1ccc(CN(c2ccc(C(=O)Nc3ccc4c(c3)OCO4)cc2)S(C)(=O)=O)cc1	11	3	-4	-0.6	16	0.5	2	-3	-1
8	O=C(NCc1n[nH]c(=S)n1Cc1ccccc1)c1ccccc1	2	18	-1	0.0	-11	-0.1	1	-27	-8
9	CCCN(C(=O)CSc1nnc2ccccn12)C1CCS(=O)(=O)C1 (stereo not drawn)	0	22	-1	0.0	-13	0.3	-9	10	16
10	Cc1ccc(C)c(NC(=O)C(=O)NCCc2csc3nc(-c4ccccc4C)nn23)c1	7	.	10	0.3	64	0.9	5	3	-1
11	CCCCN1C(=O)C(O)(CC(=O)c2ccccn2)c2ccccc21 (stereo not drawn)	0	-3	-8	0.5	5	0.5	0	6	-1
12	COc1cc(NC(=O)Nc2nnc(N3CCCCCC3)s2)cc(OC)c1	0	.	-2	0.4	5	0.4	-1	0	-3
13	Cc1ccc(Sc2c([N+](=O)[O-])c(C)nn2C)cc1	2	0	-6	0.5	-1	-0.3	-3	-2	-12
14	O=C(c1c(F)cccc1F)N1CCC(O)(c2cccnc2)CC1	1	.	-4	.	4	-0.2	-6	.	-5
15	CCOc1cc(C(=S)N2CCOCC2)cc(Br)c1OS(=O)(=O)c1ccccc1	7	-3	6	1.0	7	0.2	-3	3	2

Remaining list, next part.
#	SMILES	D1 agonist	D2 antag	TRHR PAM	D2 agonist	D1 antagonist	TRHR ag	D1 potentiator	D2 PAM	RXFP1 antag
16	COc1cc(C(=O)Nc2nnc(C)s2)cc(OC)c1OC	2	-2	6	0.0	2	0.9	-9	1	5
17	Cc1cc(=O)n2nc(N3CCCC(C(=O)NCc4ccco4)C3)sc2n1 (stereo not drawn)	4	36*	4	0.6	9	0.2	-2	-7	-9
18	CCCCn1c(=N)n(CC(=O)c2ccc(Br)s2)c2ccccc21	44*	-2	3	1.3	20	1.9	-3	-9	-12
19	COc1cc(C(=O)Nc2cc(-c3ccccc3)[nH]n2)cc(OC)c1OC	-1	-6	3	-0.7	-28	0.3	3	-9	3
20	CCNC(=O)CC1C(=O)N(c2ccccc2)C(=O)N1CCOC (stereo not drawn)	4	-9	-1	0.6	-10	0.5	-3	-2	-1
21	CCC(=O)Nc1cccc(C2=NOC3(C2)C[C@@H](C(N)=O)N(C(=O)c2ccccc2C(=O)c2ccccc2)C3)c1 (stereo partly drawn)	2	1	-6	0.2	9	0.0	0	-5	.
22	CC(=O)c1c(C)nc(-c2ccc(OCC(=O)Nc3ccccc3)cc2)n1O	0	-6	1	0.0	-10	0.3	3	.	-1
23	COc1cc(OC)c(-c2nnc3n(CCc4ccccc4)c(=O)c4ccccc4n23)cc1OC	1	-5	2	-1.6	1	-0.4	2	8	.
24	COCCCNC(=O)/C(C#N)=C/c1c(N2CCN(c3cccc(Cl)c3)CC2)nc2c(C)cccn2c1=O	4	2	0	0.6	-4	0.0	-1	-6	7
25	Cc1ccc(C(=O)Nc2cc(Cl)ccc2Oc2ccccc2)cc1[N+](=O)[O-]	9	0	1	-0.5	3	-1.0	6	-1	-12
26	CCOC(=O)CNC(=O)CSc1nc(-c2cccc(C)c2)ns1	7	-1	13	0.7	5	-0.4	6	3	-16
27	COC(=O)c1c(N2C(=O)Nc3ccccc3N2O)sc2c1CCCC2	3	3	-3	-0.8	0	-1.2	-7	7	-5
28	O=C(CCCCCn1c(=O)[nH]c2ccccc2c1=O)NCCCN1CCN(c2ccccc2F)CC1	1	4	-2	0.7	-91*	-0.6	-3	23	4
29	Cc1ccc(NC(=O)CSCc2ccco2)cc1	0	-1	3	-0.8	-5	-0.6	0	4	-3
30	Cc1ccc(N2CCN(c3cc(C)nc4c5c(C)cc(C)nc5nn34)CC2)cc1	4	-11	-4	-0.1	-8	0.3	-4	7	.

Ordered by count of non-hydrogen atoms (lowest first): some entries from above.
#	SMILES	D1 agonist	D2 antag	TRHR PAM	D2 agonist	D1 antagonist	TRHR ag	D1 potentiator	D2 PAM	RXFP1 antag
29	Cc1ccc(NC(=O)CSCc2ccco2)cc1	0	-1	3	-0.8	-5	-0.6	0	4	-3
16	COc1cc(C(=O)Nc2nnc(C)s2)cc(OC)c1OC	2	-2	6	0.0	2	0.9	-9	1	5
20	CCNC(=O)CC1C(=O)N(c2ccccc2)C(=O)N1CCOC (stereo not drawn)	4	-9	-1	0.6	-10	0.5	-3	-2	-1
27	COC(=O)c1c(N2C(=O)Nc3ccccc3N2O)sc2c1CCCC2	3	3	-3	-0.8	0	-1.2	-7	7	-5
19	COc1cc(C(=O)Nc2cc(-c3ccccc3)[nH]n2)cc(OC)c1OC	-1	-6	3	-0.7	-28	0.3	3	-9	3
25	Cc1ccc(C(=O)Nc2cc(Cl)ccc2Oc2ccccc2)cc1[N+](=O)[O-]	9	0	1	-0.5	3	-1.0	6	-1	-12
30	Cc1ccc(N2CCN(c3cc(C)nc4c5c(C)cc(C)nc5nn34)CC2)cc1	4	-11	-4	-0.1	-8	0.3	-4	7	.
23	COc1cc(OC)c(-c2nnc3n(CCc4ccccc4)c(=O)c4ccccc4n23)cc1OC	1	-5	2	-1.6	1	-0.4	2	8	.
28	O=C(CCCCCn1c(=O)[nH]c2ccccc2c1=O)NCCCN1CCN(c2ccccc2F)CC1	1	4	-2	0.7	-91*	-0.6	-3	23	4
24	COCCCNC(=O)/C(C#N)=C/c1c(N2CCN(c3cccc(Cl)c3)CC2)nc2c(C)cccn2c1=O	4	2	0	0.6	-4	0.0	-1	-6	7
21	CCC(=O)Nc1cccc(C2=NOC3(C2)C[C@@H](C(N)=O)N(C(=O)c2ccccc2C(=O)c2ccccc2)C3)c1 (stereo partly drawn)	2	1	-6	0.2	9	0.0	0	-5	.

Next section.
#	SMILES	D1 agonist	D2 antag	TRHR PAM	D2 agonist	D1 antagonist	TRHR ag	D1 potentiator	D2 PAM	RXFP1 antag
31	CCOc1ccc(C(C)NC(=O)Cc2ccccc2F)cc1OCC (stereo not drawn)	-1	-23	-3	2.0	-8	-1.0	-4	-4	-5
32	Cc1ccc(SCc2nc(N)nc(Nc3ccccc3C)n2)c(C)c1	6	-6	-1	0.1	10	-0.2	0	11	-9
33	Cc1ccccc1OCCn1cc(/C(N)=N/O)c2ccccc21	2	.	5	.	-7	-0.6	-1	.	11
34	CC(C(=O)N1CCOCC1)N1C(=O)c2cccc3cccc(c23)C1=O (stereo not drawn)	3	-1	-5	8.1	-2	0.0	2	0	-13
35	COc1cccc2c(N/N=C/c3ccccc3)cc(C)nc12	2	20	3	-0.7	10	-0.7	-6	12	-5
36	Cc1ccc(NC(=O)/C=C/c2ccc([N+](=O)[O-])s2)c(C)c1	5	-20	-5	-0.7	11	-0.8	-7	-1	-3
37	CCCNC(=O)C1(O)c2cc(Br)ccc2NC(=O)N1c1ccc(Cl)cc1 (stereo not drawn)	2	12	-3	0.5	0	0.3	3	4	2
38	CCOC(=O)N1CCC2(CC1)C(C#N)=C(N)OC1=C2C(=O)CCC1	2	3	-4	0.6	5	0.1	4	-6	13
39	Cc1ccccc1OCCn1c(=O)oc2ccccc21	5	5	1	0.2	13	-1.5	10	5	-11
40	COc1cccc(CNC(=O)Cn2c(=O)oc3cc(S(=O)(=O)N4CCCCC4)ccc32)c1	4	11	-3	-1.0	26	-0.2	-1	-4	5
41	CCCCCOC(=O)Nc1ccc(S(=O)(=O)Nn2cnnc2)cc1	2	-25	-4	0.8	5	0.4	-3	-4	10
42	Cc1ccccc1-c1cc(C(=O)NCC2CC2)n(CC2CC(c3cccnc3)=NO2)n1 (stereo not drawn)	-2	2	-8	-1.0	.	-1.2	-2	-29	.
43	COc1ccc(CCN2CCCC(CN(C)Cc3cc(OC)c(OC)c(OC)c3)C2)cc1 (stereo not drawn)	2	9	5	0.0	-1	-0.5	-11	-2	-9
44	Cc1ccc(C2=NC3(CCCCC3)NC2=S)cc1	1	4	1	1.8	-10	0.3	-3	3	.
45	COc1cc(/C=C/c2nc(C#N)c(N3CCCCCC3)o2)cc(OC)c1OC	1	.	-1	-0.7	-13	-1.1	-3	5	-2

The listing continues.
#	SMILES	D1 agonist	D2 antag	TRHR PAM	D2 agonist	D1 antagonist	TRHR ag	D1 potentiator	D2 PAM	RXFP1 antag
46	Cc1c(N/N=C(\C#N)C(=O)c2ccc(Cl)cc2)c(=O)n(-c2ccccc2)n1C	7	-21	15	-1.5	1	0.7	-9	12	2
47	CC1CCc2c(sc3ncn(CC(=O)N=Nc4c(O)[nH]c5ccccc45)c(=O)c23)C1 (stereo not drawn)	2	8	4	-1.8	3	-0.4	1	8	3
48	Cc1ccc(Cn2cc(S(=O)(=O)c3ccc(Cl)cc3)c(=O)c3cc(F)ccc32)cc1	5	-3	-1	1.9	8	1.5	0	-1	-7
49	CC(C)(O)c1[nH]c2cc(F)ccc2c1C(C)(C)O	1	19	-1	0.8	-6	-0.1	6	10	.
50	CCOc1ccc(NC(=O)c2cc3c(C)nn(-c4ccccc4)c3s2)cc1	9	.	1	-1.0	21	-0.5	5	-2	-9
51	Cc1cccc(OCC(=O)Nc2ccc(S(=O)(=O)N3CCN(C)CC3)cc2)c1	5	8	-3	0.6	-7	-0.3	-10	0	9
52	COC(=O)Cc1ccc(NC(=S)NCc2ccccc2)cc1	2	-7	3	-0.3	-2	-0.1	-5	6	-4
53	O=C(/C=C/c1ccccc1[N+](=O)[O-])Nc1ccccc1	0	.	-1	.	-29	0.4	-3	-6	2
54	Cc1ccc(NC(=O)CN2c3cccc4cccc(c34)S2(=O)=O)cc1S(=O)(=O)N1CCOCC1	-1	-6	-2	-0.2	-6	0.1	-4	0	2
55	Cc1ccc(C(=O)C(C)N2C(=O)NC(C)(c3ccccc3)C2=O)cc1 (stereo not drawn)	0	13	3	1.6	2	-0.5	-2	-1	-1
56	COc1ccc(CN2C(=O)C(Cc3ccccc3)Nc3ncnc(N4CCc5ccccc5C4)c32)cc1 (stereo not drawn)	0	12	-8	-0.1	-6	-0.1	-3	12	.

Compound activity: PubChem, National Center for Advancing Translational Sciences (NCATS)
